Source: PubChem
ERG-DNA inh – blocks human ERG Ets domain binding to DNA | actives 0.028% (n = 370,000) | P11308 | fluorescence polarization, His-ERG Ets domain / labelled DNA | Potency, µM (series often up to 76.9 µM), inactives show at the top dose FP activity, negative = inhibition, most hits filed as inhibitors | AID 624246; active = well fitted inhibition curve with a large enough effect in the polarisation, with a control signal flat; inconclusive = small, poorly fitted or top-dose-only effect, or effect the other way, or a change in a side signal; inactive = no such curve, though single readings can be large or run the other way; the % refers to the polarisation;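 also: polarization taken with two DNA probes labelled with fluorescein and Texas red; potency is read from the fitted curve at half-maximal effect; % of control where 0% means no effect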
Target sequence (P11308 whole entry, looked up, the tested form may be a part): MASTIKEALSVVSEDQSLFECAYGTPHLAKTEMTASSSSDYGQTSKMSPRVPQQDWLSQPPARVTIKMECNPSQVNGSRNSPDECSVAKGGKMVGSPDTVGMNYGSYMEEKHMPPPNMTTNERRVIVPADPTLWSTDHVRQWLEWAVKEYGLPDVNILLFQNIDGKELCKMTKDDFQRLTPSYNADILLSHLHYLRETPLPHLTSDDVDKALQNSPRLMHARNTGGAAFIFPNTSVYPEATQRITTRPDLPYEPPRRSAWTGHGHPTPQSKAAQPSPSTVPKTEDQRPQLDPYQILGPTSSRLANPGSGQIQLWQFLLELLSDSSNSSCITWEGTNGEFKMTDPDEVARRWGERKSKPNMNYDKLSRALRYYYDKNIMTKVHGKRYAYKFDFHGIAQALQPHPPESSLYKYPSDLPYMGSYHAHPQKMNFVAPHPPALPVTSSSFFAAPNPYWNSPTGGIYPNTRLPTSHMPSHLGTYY
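His-tagged ERG Ets domain (1 uM in the protein solution; 300mM KCl, 50mM Tris-HCl, 1mM EDTA, 1mM DTT, pH 7.5) received compound, then a probe mix of 5 nM fluorescein-DNA and 100nM Texas-615-DNA. Fluorescence polarization was read for both dyes.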
Pol beta inh – blocks human DNA polymerase beta activity | AID 485314 | Potency, µM (doses to about 114 µM), inactives show at the top dose activity change, negative = inhibition, actives largely listed as inhibitors | actives 1.3% (n = 340,000) | Pol beta primer extension/strand displacement, fluorescence kinetic; also: potency is read from the fitted curve at half-maximal effect; % is scaled to controls: 0 for no effect and ±100 for the full control effect
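Pol beta (10 nM) was preincubated with compound for 15 min at room temperature. The reaction was then started with 50 nM substrate and read immediately and after a further 10 min at room temperature.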
POLH inh – blocks human DNA polymerase eta activity; Q9Y253; actives 1.2% (n = 390,000); recombinant Pol eta, fluorescent DNA replication assay; Potency, µM (series often up to 114 µM), for inactives: at the top dose activity change, negative = inhibition, usual class: inhibitors; also: potency is read from the fitted curve at half-maximal effect; % is scaled to controls: 0 for no effect and ±100 for the full control effect
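Fluorescent replication assay: 50 nM final substrate added after a 15 min room-temperature compound preincubation with 10 nM enzyme. Signal taken at 0 min and again at 10 min.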
Anesthetic bind – candidate novel general anesthetic via apoferritin binding | Potency, µM (doses to about 77.5 µM), for inactives: top-dose activity change, negative = displacement, actives largely listed as inhibitors | P02791 | actives 0.074% (n = 350,000) | apoferritin/1-aminoanthracene competitive binding, fluorescence; also: potency is read from the fitted curve at half-maximal effect; % is scaled to controls: 0 for no effect and ±100 for the full control effect; nearly all actives have a fitted effect of over 20% in size
Target sequence (P02791 2-175 limits assumed): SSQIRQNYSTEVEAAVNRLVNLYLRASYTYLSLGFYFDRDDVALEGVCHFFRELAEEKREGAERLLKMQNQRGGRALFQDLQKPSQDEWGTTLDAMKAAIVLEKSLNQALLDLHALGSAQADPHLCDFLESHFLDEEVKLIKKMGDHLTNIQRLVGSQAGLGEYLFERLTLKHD
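Read-out: endpoint 1-AMA fluorescence, excitation 380 nm and emission 535 nm, after compounds sit 10 min at room temperature with 10 uM horse-spleen apoferritin in 50% saturated 1-AMA/PBS. Values come from four-parameter Hill fits.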
LDHA block – inhibitors of human lactate dehydrogenase A. P00338. purified LDHA, NADH/diaphorase-resazurin fluorescence; active compounds read low. activity change, % (values are at about 110 or 230 µM). actives 0.15% (n = 480,000); in the data active = activity change below about -30%; inconclusive = mostly about -25% to -30%;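 also: plate controls were DMSO wells for no effect and wells without enzyme for full effect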
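Enzyme activity of human lactate dehydrogenase 5 (2 nM; 0.06 mM NADH, 0.2 mM pyruvate, 5 min, RT) is measured via a resazurin/diaphorase fluorescence readout of residual NADH.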
APEX1 inh – APE1 (human) endonuclease inhibition; recombinant APE1, TAMRA/BHQ-2 abasic DNA cleavage fluorescence; actives 0.35% (n = 350,000); Potency, µM (highest dose often 65.8 µM), without a hit: at the top dose activity change, negative = inhibition, actives largely listed as inhibitors; AID 2517;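 also: potency is read from the fitted curve at half-maximal effect; plate controls were vehicle for no effect and reference inhibitor for full effect; nearly all actives have a fitted effect of over 55% in size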
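Endonuclease cleavage of a quenched abasic-site DNA duplex (50 nM) by APE1 (0.75 nM) was tracked by TAMRA dequenching. Compounds were preincubated with enzyme 15 min at room temperature; data normalized to buffer-only and DMSO wells plus NSC13755 control.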
POLK inh – DNA polymerase kappa (human) inhibition; AID 588579; actives 0.53% (n = 400,000); Potency, µM (titrated, usually from 107 µM), inactives show at the highest dose activity, negative = inhibition, actives largely listed as inhibitors; Q9UBT6; purified Pol kappa, fluorescent DNA synthesis assay, 10 min; also: potency is read from the fitted curve at half-maximal effect; % is scaled to controls: 0 for no effect and ±100 for the full control effect
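Pol kappa 10 nM + cpd, 15 min RT; start w/ substrate 50 nM final; fluorescence kinetic read, 0 and 10 min. Neg ctrl: buffer, no enzyme.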
ALOX12 inh – ALOX12 (human) lipoxygenase inhibition | AID 1671190 | P18054 | actives 1.1% (n = 580,000) | Potency, µM (top dose mostly 108 µM), for inactives: at the top dose activity change, negative = inhibition, usual class: inhibitors | purified 12hLO, xylenol orange hydroperoxide absorbance; also: potency is read from the fitted curve at half-maximal effect; % is scaled to controls: 0 for no effect and ±100 for the full control effect
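Hydroperoxide product was detected by ferrous iron/xylenol orange as the 573 to 405 nm absorbance ratio. Arachidonic acid at 40 uM (final) was turned over for 30 min at room temperature by 150 nM human 12hLO, pH 7.0 Hepes buffer, after 15 min compound preincubation.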
RGS4 inhibitor – blocks human RGS4-accelerated GTP hydrolysis. Transcreener GDP fluorescence polarization, RGS4-accelerated GTP hydrolysis. Potency, µM (titrated, usually from 114 µM), without a hit: at the top dose activity change, negative = inhibition, actives largely listed as inhibitors. actives 0.039% (n = 390,000). AID 504845; also: potency is read from the fitted curve at half-maximal effect; % is scaled to controls: 0 for no effect and ±100 for the full control effect; nearly all actives have a fitted effect of over 75% in size; some results filed as inactive show a strong effect at the top dose
Target sequence (P49798 whole entry, looked up): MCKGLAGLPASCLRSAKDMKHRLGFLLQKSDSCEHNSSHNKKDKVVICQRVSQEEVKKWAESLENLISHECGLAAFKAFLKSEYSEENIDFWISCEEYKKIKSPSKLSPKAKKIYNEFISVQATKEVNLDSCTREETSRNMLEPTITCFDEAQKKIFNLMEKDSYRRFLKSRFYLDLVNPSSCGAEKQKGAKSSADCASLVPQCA
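MLSMR compounds (23 nl, pin-transferred) preincubated 10 min at room temperature with a 500nM (2x) first reagent, then RGS4 at 900nM (2x) plus Transcreener GDP mix added; fluorescence polarization (620/688 nm) read before and after 90 min at 30 °C.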
* marks the source's active call; other numbers are inactive results; i = inactive; u = inconclusive; x = not tested or not shown; & = joins results of further samples; [ ] = remark or other dose. Unless noted, calls follow the shape of the dose curve; as a rule, active = well fitted curve in the direction sought with a large enough effect; inconclusive = small, poorly fitted or top-dose-only effect, or another doubt; inactive = no such curve, though single readings can be large; an effect the other way counts as inactive or inconclusive. A portion of the library; the hit share may differ from the screen's.

SMILES | ERG-DNA inh | Pol beta inh | POLH inh | Anesthetic bind | LDHA block | APEX1 inh | POLK inh | ALOX12 inh | RGS4 inhibitor
O=C(Cc1ccc(F)cc1)NC1CCSC1=O (centres undefined) | 2.2% | u | -17.8% | -23.2% | -5.1 | 5.2% | 5.3% | -5.4% | -6.5%
CCOc1ccc(S(=O)(=O)N(CC)CC(=O)NCc2ccncc2)cc1C | 6.4% | 27.1% | -1.6% | 0.8% | 1.5 | 38.6%[activator] | -6.5% | -1.2% | 1.3%
O=c1[nH]c2c(s1)C(c1ccccc1)C1C3CCC(C3)C1S2 (centres undefined) | -3.5% | -23.6% | -6.4% | u | -8.5 | -0.8% | -7.3% | 0.0% | -15.4%
O=C(NCc1ccccc1F)C1CCN(C(=O)c2sccc2-n2cccc2)CC1 | -8.7% | 51.0% | -2.6% | -5.0% | -5.7 | -7.8% | -7.7% | 4.5% | 29.5%
Cc1cc(=O)oc2cc(OCC(=O)NCc3ccco3)ccc12 | -6.9% | -16.6% | 11.3% | -11.4% | -5.7 | 0.3% | -8.2% | u | -27.5%
CCOC(=O)CSc1nc2sc3c(c2c(=O)n1C1CCCCC1)CCN(C)C3 | -0.2% | 16.6% | -11.2% | -24.8% | 3.2 | u | -5.1% | 15.2% | -9.6%
C=CCNC(=O)c1cnc2n(c1=O)CCS2 | 5.3% | 1.7% | -3.5% | -0.2% | -9.9 | 2.1% | -21.5% | 11.6%[57.4 µM] | 18.9%
COCCNC(=O)c1c(NC(=O)c2cc(=O)c3cc(C)cc(C)c3o2)sc2c1CCCC2 | 2.4% | 2.6% | -15.0% | 0.3% | -9.5 | x | 0.3% | -11.9% | 16.7%
CC1CCC/C(=N\Nc2ccc(Cl)c(C(=O)O)c2)C1 (centres undefined) | 11.4% | 31.6µM* | 8.91µM* | 8.6% | 9.4 | 19.1% | u | -0.9% | 1.1%
COc1ccc(N2CC(C(=O)N3CCN(C(=O)c4ccco4)CC3)CC2=O)cc1 (centres undefined) | 5.0% | 24.6% | -3.4% | -7.1% | -10.3 | -2.0% | -7.0% | 19.9% | -29.0%
COc1cc(OC)c(-c2cc(C(=O)O)ccc2OC)c(OC)c1 | 0.8% | 1.8% | -6.9% | -5.5% | -1.7 | 3.4% | 4.8% | -1.3% | -37.0%
O=C(O)CN1C(=O)/C(=C/c2ccc(N3CCCCC3)o2)SC1=S | x | 17.8µM* | 50.1µM* | 0.1% | 2.9 | 1.4% | 50.1µM* | u | u
CCOc1ccc(CNC(=O)c2cc3oc4ccccc4c3n2C)cc1 | 1.0%&-2.1% | 4.6%&-4.4% | -12.1% | 144.0%&45.8%[activator] | -2.8&-6.2 | -3.9% | -12.5%&-17.7% | -25.0%&0.0% | 22.5%
CCCCN(CC)CCNC(=O)c1c(C)oc2ncnc(N3CCOCC3)c12 | 10.4% | 43.1% | -0.5% | 1.8% | 0.1 | x | 13.0% | -9.4% | -23.5%
Cc1cc(OC(=O)c2ccccc2Cl)c([N+](=O)[O-])c(=O)[nH]1 | 8.9% | 41.8% | -10.1% | -12.6% | 0.0 | -3.6% | 8.2% | 39.8µM* | 17.6%
O=C(c1cccc(F)c1)N1CCc2ccccc2C1 | -10.3% | 0.2% | -11.9% | 5.6% | 4.1 | -3.1% | -4.2% | -0.4% | -10.2%
Cc1ccc(NCc2ccc(O)c3ncccc23)cc1C | -2.1% | 0.6% | -10.5% | -0.7% | 11.4 | 20.6% | -3.4% | u | -20.9%
Cc1ccccc1-c1nnc(SC(C)C(=O)NC2CCCC2)o1 (centres undefined) | 3.3% | x | -6.6% | x | -4.8 | 6.5% | -3.7% | -14.4% | 35.4%
O=C(CCN1C(=O)/C(=C/c2ccc(F)cc2)SC1=S)NNC(=O)c1cccnc1 | x | 0.8% | 7.8% | -9.3% | -9.2 | 3.0% | -0.2% | -2.2% | -8.9%
COc1cccc(CNC(=O)C2CCCN(c3nn4c(=O)cc(C)nc4s3)C2)c1OC (centres undefined) | -5.0% | -0.2% | -8.1% | -7.1% | -6.3 | 2.4% | 3.5% | 23.4% | -14.9%
CCCCCCC(=O)N(O)C1CC(=O)N(c2ccc(Br)cc2)C1=O (centres undefined) | -0.7% | 0.1% | -8.7% | -0.2% | -0.1 | -0.4% | -1.8% | -56.6% | u
COc1ccccc1C1CCN(C(=O)C2CCCCC2)CC1 | -11.4% | 18.1% | -13.5% | -5.1% | -4.0 | -12.1% | -3.6% | u | 12.3%
COCCCNC(=O)CCn1c(=O)c2ccccc2n(CC(=O)Nc2ccccc2C)c1=O | 9.3% | -1.7% | -12.7% | 3.7% | -4.2 | -2.2% | -15.6% | 0.0% | -1.6%
C=CCc1ccccc1OCCNCc1ccccc1 | -5.1% | -8.0% | -14.5% | -13.8% | -20.4 | -1.6% | 0.5% | -19.1% | 2.5%
C#CCn1c(S(=O)(=O)Cc2ccc(OC)cc2)nc(-c2ccccc2)c1-c1ccccc1 | 0.0% | 0.8% | -4.0% | 5.9% | 6.3 | u | -14.7% | -16.7% | 4.0%
CC1(C)OC2OC3C(CNCCO)OC(c4ccccc4)OC3C2O1 (centres undefined) | -6.6% | x | -18.9% | x | -0.1 | x | -4.2% | -3.4% | -34.1%
Cc1nc2c(-c3ccccc3)c(C)[nH]n2c(=O)c1Cc1ccccc1 | 6.5% | -11.0% | -23.7% | -17.0% | -5.3 | -0.9% | -0.5% | -10.4% | 0.5%
COc1ccc(N(CC(=O)NC2CCCCC2)C(=O)CNC(=O)c2cccs2)cc1 | -1.8% | 0.2% | -4.6% | -10.9% | -3.8 | 9.6% | 13.2% | -11.3% | -11.2%
COc1ccc(CCn2c(=N)c(C(=O)NC3CCCC3)cc3c(=O)n4ccccc4nc32)cc1 | 11.1% | 22.7% | -7.6% | -13.0% | -1.2 | 1.3% | -0.5% | -26.0% | -32.0%
Cc1ccc(NC2CC(=O)N(Cc3ccccc3)C2=O)cc1 (centres undefined) | -7.0% | u | -10.3% | -19.9% | -2.4 | -0.6% | -13.9% | 22.8% | 27.3%

In another format: entries from further up.
SMILES	ERG-DNA inh	Pol beta inh	POLH inh	Anesthetic bind	LDHA block	APEX1 inh	POLK inh	ALOX12 inh	RGS4 inhibitor
COc1cccc(CNC(=O)C2CCCN(c3nn4c(=O)cc(C)nc4s3)C2)c1OC (centres undefined)	-5.0%	-0.2%	-8.1%	-7.1%	-6.3	2.4%	3.5%	23.4%	-14.9%
CCCCCCC(=O)N(O)C1CC(=O)N(c2ccc(Br)cc2)C1=O (centres undefined)	-0.7%	0.1%	-8.7%	-0.2%	-0.1	-0.4%	-1.8%	-56.6%	u

The list continues:
SMILES | ERG-DNA inh | Pol beta inh | POLH inh | Anesthetic bind | LDHA block | APEX1 inh | POLK inh | ALOX12 inh | RGS4 inhibitor
COc1ccc(NC(=O)C2Cc3cc(S(=O)(=O)N4CCCCC4)ccc3N2C(C)=O)cc1Cl (centres undefined) | 3.2% | 1.2% | 3.0% | -23.2% | -0.4 | -20.6% | -26.1% | 1.7% | 22.9%[11.4 µM]
CCOC(=O)c1c(C)[nH]c(C(=O)C(C)OC(=O)c2oc3ccccc3c2COC)c1C (centres undefined) | -19.4% | 26.1% | -2.4% | -8.9% | -1.8 | -2.7% | -0.9% | x | 4.7%
Cc1[nH]c2ccccc2c1Cc1nnc(SCC(=O)NCc2ccco2)o1 | -7.7% | 4.9% | -6.4% | 12.9% | 3.6 | 7.1% | 1.7% | 384.6%[activator] | 8.6%
CN(C)S(=O)(=O)c1cccc(-c2nnc(SCC(=O)NCCCCCC(=O)O)n2-c2ccc(F)cc2)c1 | 12.4% | 1.5% | 11.0% | -2.6% | 2.8 | -6.7% | -26.3% | -15.2% | 14.7%
CC(=O)c1ccc(OC(C)C(=O)NC2CCCCC2C)cc1 (centres undefined) | 7.4% | x | -17.4% | x | -2.7 | -13.2% | -0.2% | i | -14.7%
CN(Cc1nccn1C)C(=O)C1CCC(=O)N(Cc2cccc(C(F)(F)F)c2)C1 (centres undefined) | -11.2% | 23.7% | -9.9% | -5.0% | -2.1 | 2.1% | -7.4% | 17.1% | 15.1%
COc1ccccc1-c1sc2cc3c(cc2c1C#CC1(O)CCCCC1)OCO3 | 15.2% | x | -23.2% | x | 4.9 | -17.2% | 6.0% | -26.9% | -18.7%
CCOC(=O)c1cc2c(ccn2C)n1Cc1ccc(C#N)cc1 | -20.8% | -9.3% | -4.9% | u | 2.6 | 2.9% | -4.0% | -9.2% | 14.1%[56.9 µM]
COc1ccc(-n2c(-c3ccc(Br)cc3)c[n+]3c2CCCCC3)cc1 | -3.0% | 15.9% | 6.0% | -9.8% | -8.7 | -4.3% | -17.2% | u | u
O=C(O)c1cc(N/N=C/c2ccc3c(c2)OCO3)ccc1Cl | -4.0% | 32.6%[activator] | -4.6% | -6.1% | -1.0 | 2.3% | -14.7% | 32.4%[activator] | 18.4%
CCOc1ccc2nc(NC(=O)CS(=O)(=O)c3ccccc3)sc2c1 | 8.0% | 3.8% | -17.7% | 8.9% | -2.0 | 1.7% | -3.0% | 0.6% | -2.5%
CCOc1ncccc1C(=O)N1CCN(c2cc(Cl)ccc2C)CC1 | -3.6% | -3.5% | -24.3% | -16.8% | -2.5 | -4.8% | -8.7% | 5.1% | u
CNS(=O)(=O)c1cn(CC(=O)N2CCN(c3ccccc3OC)CC2)cc1S(=O)(=O)NC | 10.7% | 33.6% | 2.2% | 2.7% | -19.3 | x | -5.0% | -10.6% | -1.6%
